Bioassay records: PubChem, several laboratories
Rac1 GTP hydrolysis – MgcRacGAP GTPase-activating activity inhibitors, confirmation, biochemical, ADP Hunter fluorescence; MgcRacGAP-stimulated Rac1 GTP hydrolysis, ADP Hunter fluorescence; higher % means a stronger effect; GST-tagged Rac1 F28L mutant substrate; AID 624330; inhibition, % at 30 µM; hits with a dose series show IC50 in µM; 0.6% of 340,000 active;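 active means first-screen hits whose inhibition reached a set limit at any dose in the follow-up dose series; inconclusive means inhibition above the set first-screen limit but never retested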;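 further: fluorescence reports GDP produced by GAP-driven GTP hydrolysis; strong numbers were not always called active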
NTR1 ag – NTR1-driven beta-arrestin-GFP spot formation – imaging, U2OS cells, high content, primary screen (AID 493036); agonist mode; activation, % at 20 µM; 0.17% of 330,000 active;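 active means activation at or above 40% of the spot to cytoplasm intensity ratio, with at least 20 cells analyzed; inconclusive means wells under 20 cells, flagged as cytotoxic or low count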;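 further: 0% = DMSO without peptide and 100% = 100 nM NTR1 peptide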
Target sequence (P30989 whole entry, looked up): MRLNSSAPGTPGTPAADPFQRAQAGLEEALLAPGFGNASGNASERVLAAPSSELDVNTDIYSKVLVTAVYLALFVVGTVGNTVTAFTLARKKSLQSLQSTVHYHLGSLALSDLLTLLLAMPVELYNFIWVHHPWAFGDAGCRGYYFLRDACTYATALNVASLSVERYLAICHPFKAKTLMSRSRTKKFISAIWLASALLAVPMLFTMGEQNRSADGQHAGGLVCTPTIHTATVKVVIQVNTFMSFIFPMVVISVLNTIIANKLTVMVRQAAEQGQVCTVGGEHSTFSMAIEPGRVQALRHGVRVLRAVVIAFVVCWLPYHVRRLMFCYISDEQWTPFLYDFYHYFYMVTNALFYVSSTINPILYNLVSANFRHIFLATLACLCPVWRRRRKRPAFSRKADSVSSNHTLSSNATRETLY
Dengue-2 NS5 capping – flavivirus cap methylation enzyme inhibition – biochemical, confirmation dose response, primary screen (AID 588689) | Dengue-2 NS5 methyltransferase capping enzyme assay, biochemical; higher % means a stronger effect | inhibition, % at 25 µM, or IC50 in µM where a hit was titrated | 0.3% of 340,000 active; in the data active means a potency from the dose series; inconclusive means inhibition above about 29% without an active follow-up result
NTR1 ag cell count 20 µM – recorded beside NTR1 ag, whose call it bears; cell count; measured here: cell count, cytotoxicity flag
Dengue-2 NS5 capping pilot replicate – also measured in Dengue-2 NS5 capping; calls as there; inhibition, %; measured here: pilot screen replicate inhibition
An asterisk follows results filed as active; ? = inconclusive. The list is partial; the hit share may differ from the screen's.

SMILES | Rac1 GTP hydrolysis | NTR1 ag | NTR1 ag cell count 20 µM | Dengue-2 NS5 capping | others
CC(=O)Nc1ccc(C(=O)OCC(=O)N2CCN(C(=O)c3ccco3)CC2)cc1 | 1% | -0.2 | 62 | -4%
CC(C)[C@H](CN1CCC[C@H]1CN1C(N)=NC[C@@H]1Cc1ccccc1)N1C[C@@H](Cc2ccccc2)N(CCc2ccc(Cl)c(Cl)c2)C1=N | 16% | -0.7 | 43 | -5%
O=C(C[C@H]1C[C@H](C(=O)N2CCOCC2)[C@@]2(CCC3CCCC3)c3[nH]c4ccc(Cl)cc4c3CCN2C1=O)NCCCn1ccnc1 | 8% | 6.3 | 56 | -8% | Dengue-2 NS5 capping pilot replicate=0.9
CC(Oc1ccccc1)C(=O)N1CCN(c2ncccn2)CC1 (stereo not drawn) | 2% | 2.8 | 67 | -11%
c1ccc(C2(CN3CCNC[C@@H]3CC3CCCCC3)CC2)cc1 | 9% | -2.0 | 71 | 0%
CCOc1cc(N2CCOCC2)c(OCC)cc1NC(=O)CN1C(=O)N(C)C2(CCCCC2)C1=O | 5% | -1.2 | 66 | -7%
Cc1ccc(NS(=O)(=O)c2cccc(C(=O)NC3CC3)c2)c(C)c1 | 5% | -0.7 | 57 | -11%
COc1ccc2sc(-c3ccc(SC)cc3)c(/C=C/c3ccc(OC)c(OC)c3)c2c1 | 11% | 3.9 | 57 | -1%
CCc1ccccc1Nc1nc(N)nc(COC(=O)C2CCN(C(=O)c3ccc(F)cc3)CC2)n1 | 6% | -0.5 | 67 | 6%
C=CCSc1nnc(CCc2ccccc2)n1N | -7% | 0.2 | 46 | -4%
COC(=O)[C@]1(CC(C)C)N[C@H](c2ccc(-c3ccccc3)cc2)[C@@H]2C(=O)N(C)C(=O)[C@@H]21 | 6% | 0.2 | 51 | 1%
O=S(=O)(c1ccc2c(c1)CCCC2)N1CCNCC1 | 5% | -0.3 | 69 | -6%
CC[C@]12c3[nH]c4cc(-c5ccco5)ccc4c3CCN1C(=O)[C@@H](CC(=O)NC(C)(C)C)C[C@@H]2C(=O)N1CCN(C(=O)C2CC2)CC1 | 11% | 0.8 | 43 | -11% | Dengue-2 NS5 capping pilot replicate=-2.8
CC(C)c1nc(SCC(=O)Nc2cccc3ccccc23)n[nH]1 | -4% | 3.9 | 54 | 6%
C[C@H]1CCC(=O)N(CCSc2ccc(Br)cc2)CC1 | 4% | -0.5 | 43 | -9%
CC1CCCCC12NC(=O)N(CC(=O)Nc1ccc(S(=O)(=O)Nc3ncccn3)cc1)C2=O (stereo not drawn) | 0% | 31 | 52 | -3%
CCC(CO)Oc1cc(NCc2ccccc2F)c2ncn(C(C)C)c2c1 (stereo not drawn) | 15% | -1.2 | 58 | 6%
COc1ccc(S(=O)(=O)N2CCCCC2)cc1NC(=O)CSc1ncccn1 | 2% | -2.5 | 48 | -8%
O=C(CCl)Nc1cccc(S(=O)(=O)NC2=NCCCCC2)c1 | -2% | -1.4 | 62 | -6%
COc1cccc(NC(=O)CN2C(=O)NC(Cc3c[nH]c4ccccc34)C2=O)c1 (stereo not drawn) | 8% | -0.4 | 38 | 18%
COc1ccc(CN(CC(O)COCc2ccccc2)S(=O)(=O)c2ccccc2Br)cc1OC (stereo not drawn) | 7% | 10 | 50 | 2% | Dengue-2 NS5 capping pilot replicate=3.3
O=C(COC(=O)c1ccc(Cl)nc1)NCc1ccc(F)cc1 | -2% | 0.6 | 57 | 4%
COC(=O)C1=C(C)N(Cc2ccccc2)C(=NCc2cc(OC)c(OC)c(OC)c2)N[C@H]1CCc1ccccc1 | 10% | 4.7 | 45 | 1%
CC(=O)c1ccc(N2CCN(C(=O)c3ccc4[nH]c(C)c(C)c4c3)CC2)cc1 | -5% | 5.6 | 58 | -9%
Cc1ccc(-c2nnc(SCC(=O)NC3CCCC3)n2N)cc1 | -10% | 0.5 | 46 | -1%
COc1ccccc1C(=O)NC(CCSC)C(=O)NCc1ccncc1 (stereo not drawn) | 1% | -2.7 | 57 | -4%
Cc1ccccc1OCCC(=O)OCC(=O)NNC(=O)c1cccs1 | 4% | -1.1 | 92 | -6%
CC1CN(S(=O)(=O)c2ccc(C(=O)OCc3ccc(C#N)cc3)cc2)CC(C)O1 (stereo not drawn) | 7% | 1.0 | 40 | 2%
N#Cc1cccnc1N1CCN(C(=O)c2cccc3c2C(=O)c2ccc(-c4ccc(F)cc4OCc4ccccc4)cc2S3(=O)=O)CC1 | 8% | -3.3 | 52 | -4%
C[C@]12CC[C@H](OC(=O)CCC(=O)O)CC1=CCC1C2CC[C@@]2(C)C1CC[C@@H]2N (stereo partly drawn) | 1% | 3.7 | 68 | -12%
Cc1nn(CC(=O)NC2CCC(C)CC2)c(C)c1[N+](=O)[O-] (stereo not drawn) | 0% | 0.5 | 47 | 0%
Cc1ccccc1-c1cc(C(=O)NCc2cccc(Br)c2)nn1CC1CC(c2cccc([N+](=O)[O-])c2)=NO1 (stereo not drawn) | 3% | -0.2 | 54 | -8%
Nc1nonc1-n1nnc(C(=O)N/N=C/c2ccccc2F)c1CN1CCOCC1 | 3% | 0.5 | 58 | -21%
C=CCCO[C@@H]1O[C@@H](C)[C@H](O)C[C@H]1O | 14% | 2.4 | 54 | -1%
COc1ccc(NS(=O)(=O)c2cccc(C(=O)N3CCN(C(=O)c4ccco4)CC3)c2)cc1 | 2% | 1.7 | 59 | -6%
CC1CCCC(C)N1C(=O)COC(=O)CSc1ccc([N+](=O)[O-])cc1 (stereo not drawn) | 7% | -0.8 | 55 | -16%

Sorted by molecular weight (smallest number first): seven of the compounds above
SMILES | Rac1 GTP hydrolysis | NTR1 ag | NTR1 ag cell count 20 µM | Dengue-2 NS5 capping | others
Cc1nn(CC(=O)NC2CCC(C)CC2)c(C)c1[N+](=O)[O-] (stereo not drawn) | 0% | 0.5 | 47 | 0%
COc1ccccc1C(=O)NC(CCSC)C(=O)NCc1ccncc1 (stereo not drawn) | 1% | -2.7 | 57 | -4%
C[C@]12CC[C@H](OC(=O)CCC(=O)O)CC1=CCC1C2CC[C@@]2(C)C1CC[C@@H]2N (stereo partly drawn) | 1% | 3.7 | 68 | -12%
Nc1nonc1-n1nnc(C(=O)N/N=C/c2ccccc2F)c1CN1CCOCC1 | 3% | 0.5 | 58 | -21%
COc1ccc(NS(=O)(=O)c2cccc(C(=O)N3CCN(C(=O)c4ccco4)CC3)c2)cc1 | 2% | 1.7 | 59 | -6%
Cc1ccccc1-c1cc(C(=O)NCc2cccc(Br)c2)nn1CC1CC(c2cccc([N+](=O)[O-])c2)=NO1 (stereo not drawn) | 3% | -0.2 | 54 | -8%
N#Cc1cccnc1N1CCN(C(=O)c2cccc3c2C(=O)c2ccc(-c4ccc(F)cc4OCc4ccccc4)cc2S3(=O)=O)CC1 | 8% | -3.3 | 52 | -4%

More compounds
SMILES | Rac1 GTP hydrolysis | NTR1 ag | NTR1 ag cell count 20 µM | Dengue-2 NS5 capping | others
CC[C@]1(C(=O)OC)[C@H]2C(=O)N(Cc3ccccc3)C(=O)[C@H]2[C@H]2CN=C(SCc3ccc(Cl)cc3)N21 | 8% | 5.5 | 65 | -1% | Dengue-2 NS5 capping pilot replicate=-1.2
O=C(COc1ccc(Br)cc1)NCC1COc2ccccc2O1 (stereo not drawn) | 7% | -1.8 | 67 | -4%
Cc1ccccc1CNC(=O)c1ccccc1SCC(=O)NCc1ccco1 | 10% | -0.9 | 73 | 4%
COc1ccc2[nH]c3c(c2c1)CCN1C(=O)C(CC(=O)NCCC2=CCCCC2)C[C@H](C(=O)N2CCCCC2)[C@@]31CCc1ccccc1 (stereo partly drawn) | 3% | 0.4 | 61 | -7%
COc1ccc(S(=O)(=O)N(C)C[C@H]2Oc3ccc(NC(=O)Nc4ccccc4)cc3C(=O)N([C@H](C)CO)C[C@@H]2C)cc1 | 1% | -0.6 | 48 | -13%
COc1ccc(NS(=O)(=O)c2cc(NC(=O)c3cc(F)c(F)cc3Cl)ccc2N2CCOCC2)cc1 | -5% | -0.6 | 48 | -12%
COc1ccc(NS(=O)(=O)c2cccc(C(=O)NN=Cc3ccc(OC)cc3OC)c2)cc1 | -2% | 2.6 | 62 | 0%
CC1CCC2(CC1)NC(=O)N(CC(=O)N1CC(C)CC(C)C1)C2=O (stereo not drawn) | 4% | 1.0 | 60 | -3%
CC(C)N(C(=O)COC(=O)c1ccc(Cl)s1)c1ccccc1 | 5% | 0.5 | 68 | -10%
CS(=O)(=O)Cc1ccc(C(=O)N2CCN(C(=O)c3cccs3)CC2)cc1 | 4% | 0.3 | 47 | 2%
COc1ccccc1N(Cc1ccccc1)S(=O)(=O)c1cccc(C(=O)N2CCCCC2)c1 | 1% | 2.1 | 57 | -3%
CCOC(=O)N1CCN(C(=O)COC(=O)c2cccc(S(C)(=O)=O)c2)CC1 | 3% | 0.1 | 70 | 9%
CCOC(=O)[C@H]1[C@H]2COc3ccc(Cl)cc3[C@@H]2N2C(=O)CNC(=O)[C@@]12C | 13% | 1.2 | 57 | -7%
Cn1ccc(NC(=O)c2ccc(Cl)cc2)n1 | 5% | -1.5 | 74 | -1%
Cc1cc(C)n2nc(C(=O)OCC(=O)N(C)C3CCS(=O)(=O)C3)nc2n1 (stereo not drawn) | 5% | -1.8 | 91 | -6%
CCOC(=O)c1c(C)[nH]c(C(=O)COC(=O)CCNS(=O)(=O)c2ccc(NC(C)=O)cc2)c1C | 4% | -1.5 | 49 | -9%
CCSc1nnc(NC(=O)c2ccc(F)c(S(=O)(=O)N3CCOCC3)c2)s1 | 6% | 4.0 | 71 | 0%
COc1ccccc1CN(C)C(=O)COC(=O)c1ccc(Cl)nc1 | 1% | -0.6 | 50 | -10%
CCCn1c(NC(=O)CCNC(=O)c2ccccc2Cl)nc2ccccc21 | 3% | -0.3 | 83 | -7%
CCOC(=O)C1=C(C)NC(C)=C(C(=O)OCC)C1C(=O)OCC(=O)N1CCOCC1 | 5% | -1.2 | 53 | -4%
COc1ccc(NC(=O)c2ccc3c(c2)OCO3)cc1S(=O)(=O)N1CCOCC1 | -1% | 1.6 | 61 | 1%
CC(=O)Nc1cccc(N)c1 | 4% | 2.6 | 48 | 1%
O=C(COC(=O)c1ccccc1OCc1ccccc1Cl)NCC1CCCO1 (stereo not drawn) | 1% | 4.8 | 49 | -1%
COc1cc2cc(C(C)(C)O)oc(=O)c2cc1OC | 2% | -0.8 | 61 | -3%

Gathered by group, the compounds so far containing a nitro group on carbon
SMILES | Rac1 GTP hydrolysis | NTR1 ag | NTR1 ag cell count 20 µM | Dengue-2 NS5 capping | others
Cc1nn(CC(=O)NC2CCC(C)CC2)c(C)c1[N+](=O)[O-] (stereo not drawn) | 0% | 0.5 | 47 | 0%
Cc1ccccc1-c1cc(C(=O)NCc2cccc(Br)c2)nn1CC1CC(c2cccc([N+](=O)[O-])c2)=NO1 (stereo not drawn) | 3% | -0.2 | 54 | -8%
CC1CCCC(C)N1C(=O)COC(=O)CSc1ccc([N+](=O)[O-])cc1 (stereo not drawn) | 7% | -0.8 | 55 | -16%

The results go on:
SMILES | Rac1 GTP hydrolysis | NTR1 ag | NTR1 ag cell count 20 µM | Dengue-2 NS5 capping | others
COC(=O)[C@]1(Cc2ccccc2)N[C@H](CN(C)C(=O)Nc2ccc(OC)cc2)[C@@H]2C(=O)N(Cc3ccccc3)C(=O)[C@@H]21 | 9% | -0.4 | 68 | 0% | Dengue-2 NS5 capping pilot replicate=-6.1
COc1ccc(C(CNC(=O)c2cc(S(=O)(=O)N3CCCC3)ccc2Cl)N2CCCC2)cc1 (stereo not drawn) | -4% | 15 | 56 | -5%
C[C@@H]1CN([C@H](C)CO)C(=O)c2cc(NC(=O)Cc3cn(C)c4ccccc34)ccc2O[C@H]1CN(C)S(=O)(=O)c1ccc(F)cc1 | 5% | -1.5 | 48 | -9%
CCCCN(C(=O)c1ccc(-c2ccc(Cl)cc2)o1)c1c(N)n(CCCC)c(=O)[nH]c1=O | 4% | 2.4 | 48 | 2%
O=C(COc1cc(F)ccc1[N+](=O)[O-])N1N=C(c2cccs2)CC1c1ccco1 (stereo not drawn) | 3% | -1.2 | 46 | -4%
O=C(Nc1cccc(F)c1)c1cc(S(=O)(=O)N2CCOCC2)ccc1N1CCCC1 | 4% | -1.4 | 57 | 5%
COc1cc(/C=C/C(=O)/C=C(O)/C=C/c2ccc(O)c(OC)c2)ccc1O | 14% | 7.3 | 49 | ?
CCCCn1c(N)c(N(CCOC)C(=O)COC(=O)CCOc2ccc(C)cc2)c(=O)[nH]c1=O | -3% | -0.5 | 51 | 3%
Cc1ccc(S(=O)(=O)Nc2cc(Cl)ccc2-n2cncn2)cc1 | 6% | -1.3 | 47 | -4%
CCC(=O)c1ccc(OCC(=O)Nc2nc(C)cs2)cc1 | 3% | 1.5 | 65 | -1%
COc1cc2cnc(-c3ccccc3)c(C(=O)c3ccc(F)cc3)c2cc1OC | 6% | 3.7 | 44 | 2%
COc1cccc(-c2ncc3ccccc3c2CO)c1 | 3% | 3.0 | 65 | -3%
Cc1ccc(S(=O)(=O)NCC(=O)OCCOc2ccc(Br)cc2)cc1 | 5% | -1.0 | 52 | -4%
CC(=O)Nc1ccc(C(=O)COC(=O)c2cccs2)c(F)c1 | 2% | -0.1 | 45 | 0%
Cc1ccc(NC(=O)CCCOc2ccccc2)cc1S(=O)(=O)N1CCOCC1 | 4% | 0.3 | 61 | -4%
CCc1cccc(NC(=O)C2CCN(c3ncnc4sc(C)c(C)c34)CC2)c1 | 1% | 9.2 | 74 | -2%
